Vif imaging – HIV Vif self-association inhibitors, primary screen, imaging, HEK293T, single point. HEK293T cells, Vif self-association by quenched fluorescence, 24 h. inhibition, % at 7.49 µM. actives 0.35% (n = 340,000). AID 602346, 2012; in the data active = inhibition above about 50%, passing the limit was not always enough; also: some results filed as inactive read as strong as hits
aDG glyco act – activators of alpha-DG glycosylation, primary screen, uHTS, Pro5-aDG cells, AlphaScreen; actives 0.22% (n = 360,000); activation, % at 10 µM; alpha-DG glycosylation AlphaScreen (IIH6); 0% Pro5, 100% B10-LARGE cell signal;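 active = activation of at least 8% versus controls, or a plate z-score of at least 8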;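 also: Pro5 are CHO cells carrying HIG-tagged alpha-DG that lacks glycosylation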
N-glyco inh – increase of ERlucT glycosylation luciferase signal, primary screen, N-linked glycosylation inhibitor project, D54 ERlucT cells, luminescence, set 2; D54 ERlucT glycosylation luciferase reporter, 24 h; percent of 100 nM tunicamycin response; reporter increase, % at 12.5 µM; actives 0.23% (n = 360,000); AID 588692, 2011;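 active = mean luciferase reporter signal, scaled so untreated is 0 and the glycosylation-blocking control 100, at or above a set limit in every replicate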;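 also: luciferase carries N-glycosylation sites so blocking glycosylation raises the light; 0% = median of neutral control wells and 100% = median of 100 nM tunicamycin wells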
CaV13 FRET inh – Disruptors of the CACNA1D IQ motif to Ca2+-dependent inactivation inhibitor domain association, primary screening, Förster resonance energy transfer in intact living …. HEK cells, CFP/YFP FRET ICDI-IQ, plate reader, 10 min; percent FRET-ratio fall versus neutral wells. actives 0.098% (n = 340,000). inhibition, % at 12.3 µM;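 active = mean replicate inhibition of at least 30% and at least 1% of replicates passing that level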;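 also: 0% = median of the neutral control wells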
PDI inh – inhibitors of human PDI, primary screen, biochemical, turbidity, single point, plate reader | inhibition, % at 10 µM | Protein disulfide-isomerase (Homo sapiens), P07237 | PDI insulin aggregation turbidity, A650, 90 min | actives 0.052% (n = 350,000);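 active = mean inhibition across replicates of 30% or more, whatever share of single replicates reach that level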;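 also: absorbance from insulin aggregation driven by PDI reduction with DTT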
Cardio protect – cardioprotection against H2O2-induced cell death, primary screen, uHTS, H9c2 cells, ATPLite luminescence; H9c2 cardiomyocytes, H2O2 injury protection, 2 h; protection from H2O2 cell death, % at 20 µM; actives 0.63% (n = 360,000); AID 588492, 2011;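 active = compounds giving at least 50% protection of heart cells from peroxide-induced death in the single-dose screen, raw or plate-pattern-corrected value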;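 also: 0% = DMSO wells with peroxide and 100% = DMSO wells without peroxide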
MC4R antagonist – MC4R antagonists of cAMP signaling, primary screen, cell-based, TR-FRET, antagonist arm of biased-ligand search; AID 540295, 2011; inhibition, % at 6.5 µM; Melanocortin receptor 4 (Homo sapiens), P32245; actives 0.48% (n = 360,000); MC4R-expressing cells, MTII-stimulated cAMP, LANCE TR-FRET;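 active = inhibition above its plate's cutoff, the mean of tested wells on that plate plus 3 SD, cut at about 29% in these data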;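 also: 0% = Melanotan II alone and 100% = Melanotan II plus saturating MCL0020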
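Assay system: U2OS-MC4R stable cell line; Also added: Melanotan II; Technique: Eu-cAMP/anti-cAMP TR-FRET, emission 671 nm; Times: 30-min compound, 1-h challenge, 1-h detection, room temperature.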
ABCB6 inh 2 – ABCB6 transporter inhibitors, primary screen, K562-ABCB6 cells, flow cytometry, MLPCN library. ATP-binding cassette sub-family B member 6 (Homo sapiens), Q9NP58. K562-ABCB6 porphyrin accumulation, 1 h; hits give low values. fluorescence ratio to DMSO, % at 10 µM. actives 0.19% (n = 360,000);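 active = fluorescence ratio to DMSO below 75%, the collection mean minus 3 SD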;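 also: signal is porphyrin accumulated inside mitochondria; 100% equals median channel fluorescence of DMSO control wells; lower ratio means ABCB6 inhibition with less porphyrin fluorescence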
Target sequence (Q9NP58 whole entry, looked up): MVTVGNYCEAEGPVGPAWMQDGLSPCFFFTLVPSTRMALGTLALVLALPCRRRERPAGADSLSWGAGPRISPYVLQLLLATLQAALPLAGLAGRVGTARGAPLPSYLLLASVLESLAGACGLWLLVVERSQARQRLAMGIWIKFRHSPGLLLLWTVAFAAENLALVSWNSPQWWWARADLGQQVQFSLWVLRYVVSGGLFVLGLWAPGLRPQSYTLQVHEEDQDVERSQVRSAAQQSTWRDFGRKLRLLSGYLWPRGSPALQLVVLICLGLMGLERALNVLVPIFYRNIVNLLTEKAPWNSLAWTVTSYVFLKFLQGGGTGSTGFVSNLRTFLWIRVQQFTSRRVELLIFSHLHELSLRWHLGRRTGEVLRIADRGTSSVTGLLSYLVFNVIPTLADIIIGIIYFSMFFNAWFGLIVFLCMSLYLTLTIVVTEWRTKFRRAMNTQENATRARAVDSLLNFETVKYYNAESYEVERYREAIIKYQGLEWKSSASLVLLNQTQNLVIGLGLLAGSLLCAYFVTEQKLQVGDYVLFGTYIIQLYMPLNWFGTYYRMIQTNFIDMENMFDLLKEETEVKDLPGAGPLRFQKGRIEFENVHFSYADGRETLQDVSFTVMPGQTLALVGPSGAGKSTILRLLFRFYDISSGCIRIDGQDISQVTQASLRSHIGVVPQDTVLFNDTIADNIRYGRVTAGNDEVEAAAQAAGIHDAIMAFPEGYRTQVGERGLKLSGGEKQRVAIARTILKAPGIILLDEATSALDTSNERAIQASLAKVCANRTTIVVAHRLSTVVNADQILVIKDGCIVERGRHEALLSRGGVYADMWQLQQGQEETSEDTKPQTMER
m5-HT2A agonist – mouse Htr2a agonists via beta-arrestin recruitment, primary screen, cell-based, luminescence; activation, % at 7.6 µM; 5-hydroxytryptamine receptor 2A (Mus musculus), P35363; actives 0.66% (n = 360,000); CHO-K1 mHTR2A beta-arrestin complementation; percent of 30 µM serotonin response;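 active = activation above a run cutoff, the mean activation of all tested compounds plus 3 SD, cut at about 14% in these data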;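 also: 0% = plate median of compound wells and 100% = 30 µM serotonin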
MC4R barr agon – MC4R agonists recruiting beta-arrestin, primary screen, cell-based, luminescence, agonist arm of biased-ligand search. Melanocortin receptor 4 (Homo sapiens), P32245. U2OS MC4R beta-arrestin complementation; percent of melanotan II response, DMSO zero. activation, % at 8.9 µM. actives 0.98% (n = 360,000);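 active = activation above a per-plate cutoff, the mean activation of sample wells on that plate plus 3 SD, cut at about 8% in these data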
* marks the source's active call; other numbers are inactive results; . = no result given.

SMILES	Vif imaging	aDG glyco act	N-glyco inh	CaV13 FRET inh	PDI inh	Cardio protect	MC4R antagonist	ABCB6 inh 2	m5-HT2A agonist	MC4R barr agon
Cc1oc(S(=O)(=O)N2CCCC2)cc1C(=O)Nc1ccc(F)cc1	-6	0.3	0	-4	-4	-8	15	104	-4	-0.5
O=CNc1ccccc1Oc1ccccc1	2	-0.3	0	0	-5	3	10	92	1	-1.1
O=C(Nc1cccc(OC(F)(F)F)c1)c1ccc(-c2cccnc2)c2ccoc12	0	1.8	3	-5	7	-1	10	97	-5	6.5
COc1ccc(OCCC(=O)OCC(=O)NCCC2=CCCCC2)cc1	9	0.9	1	-4	2	2	3	103	-4	-0.1
COc1ccc(-c2csc(NC(=O)c3cccc(S(=O)(=O)N4CCN(C)CC4)c3)n2)cc1	-24	0.5	-4	-5	-2	-4	-1	88	-4	-2.2
COc1ccc(OC)c(NC(=O)c2ccc(-c3csc(C)n3)cc2)c1	3	0.0	1	-20	6	2	-1	97	-3	-0.4
Cc1cc2[nH]c3ccccc3c2c(C)n1	-2	0.2	21	.	0	0	-8	105	-6	0.6
COc1ccc(-n2nc(C(=O)NCC(=O)Nc3cc(OC)c(OC)c(OC)c3)c3ccccc3c2=O)cc1Cl	22	-0.2	0	-3	-3	58*	11	97	7	2.8
Cc1ccc(C(=O)NCC(=O)NCC(=O)OCC(=O)c2ccc(Br)cc2)cc1	4	-0.1	2	-3	-8	-3	22	101	-2	-0.3
Cc1cc(C)c(C)c(S(=O)(=O)Nc2ccc(C(=O)N3CCCC3)cc2)c1C	3	0.0	-2	-2	13	6	4	96	2	-4.3
C=Cn1c(C(=O)O)cc(CC)c1-c1ccccc1	7	0.1	0	-5	-3	2	5	97	3	1.0
CCCC(=O)Nc1ccc(C(=O)NNC(=O)c2ccccc2Br)cc1	5	0.3	0	-5	-2	-4	11	111	3	-0.5
COc1ccc(Cl)cc1-c1n[nH]c(=S)n1C	.	-0.2	2	-3	-5	7	13	189	-1	1.5
N#CCc1ccc(C(=O)c2ccccc2)s1	.	0.2	-1	0	-1	-7	7	98	-1	2.0
CC(C)(C)OC(=O)N/N=C\c1ccc([N+](=O)[O-])s1	3	0.3	4	-4	-13	-13	1	106	1	-3.6
Cc1ccc(-n2cnc3c(=O)[nH]cnc32)cc1[N+](=O)[O-]	4	0.2	2	-5	-2	-1	7	96	3	-1.6
CC1Cc2nc(SCC(=O)N3CCCCC3)n(C)c(=O)c2S1 (stereo not drawn)	-3	0.0	0	-13	4	4	8	98	-1	-2.0
Cc1cccc(S(=O)(=O)NCCC(=O)OCC(=O)Nc2ccc(C#N)cc2)c1	1	-0.2	1	-5	3	1	14	79	3	1.7
CCOC(=O)C(NC(=O)C1CCCN1C(=O)OCc1ccccc1)C(=O)OCC (stereo not drawn)	5	0.4	1	-6	-3	8	4	111	5	1.0
O=C(CCNS(=O)(=O)c1ccc(F)cc1)N1CCN(c2ncccn2)CC1	-4	0.4	0	-7	2	-6	15	98	-5	0.4
CC1=C(C(=O)OCC2CCCO2)C(c2ccc(C)o2)C2=C(CC(c3ccc(F)cc3)CC2=O)N1 (stereo not drawn)	.	0.2	-2	.	-10	8	4	94	-5	0.0
COc1ccc(NC(=O)c2oc3ccccc3c2NC(=O)c2ccco2)c(OC)c1	-13	-0.4	9	-9	1	25	9	94	-6	-0.8
CCOC(=O)C1=C(COC(=O)C2(C)CC2(Cl)Cl)NC(=O)NC1c1ccc(OC)cc1 (stereo not drawn)	-8	-0.2	-5	-6	1	-7	4	95	-3	-2.4
NC(=O)C1(N2CCCCC2)CCN(S(=O)(=O)c2cc(Cl)sc2Cl)CC1	-1	-0.1	2	-2	-3	-2	5	91	3	-0.5
Cc1[nH]c(=O)c(C(=O)c2cc(Cl)ccc2O)cc1C(=O)O	-2	0.0	1	3	1	-2	-4	96	-1	-0.1

Some values from the list.
Entry for O=CNc1ccccc1Oc1ccccc1 in MC4R barr agon: -1.1
Entry for CCCC(=O)Nc1ccc(C(=O)NNC(=O)c2ccccc2Br)cc1 in CaV13 FRET inh: -5
Entry for O=C(Nc1cccc(OC(F)(F)F)c1)c1ccc(-c2cccnc2)c2ccoc12 in MC4R barr agon: 6.5

Remaining list, next part:
SMILES	Vif imaging	aDG glyco act	N-glyco inh	CaV13 FRET inh	PDI inh	Cardio protect	MC4R antagonist	ABCB6 inh 2	m5-HT2A agonist	MC4R barr agon
CC(=O)C1=C(c2ccccc2)NC(=O)NC1c1ccc(O)c(O)c1 (stereo not drawn)	0	-0.1	2	-3	-2	8	5	97	0	0.2
CC(C)CN(C(=O)C1=NN(c2ccccc2)C(=O)CC1)c1c(N)n(Cc2ccccc2)c(=O)[nH]c1=O	-1	0.0	5	-16	1	-5	4	92	4	-5.4
O=C(Nc1ccccc1)c1ccc(S(=O)(=O)N2CCCC2)cc1	1	0.2	-1	-4	-1	2	1	102	-2	-1.0
Cc1cc(C)cc(C(=O)N2CC(C)OC(C)C2)c1 (stereo not drawn)	-4	0.0	3	-4	-1	-5	18	95	-1	0.2
Cc1onc(-c2c(Cl)cccc2Cl)c1C(=O)c1c[nH]c(C(=O)NCCCN2CCOCC2)c1	5	3.3	-2	-4	2	1	3	105	-6	0.1
Cn1c(Cn2c(=O)sc3ccccc32)nnc1SCC(=O)Nc1ccccc1F	4	0.1	1	-2	.	6	6	105	2	0.1
Cc1ccc(Cn2c(O)c(N=O)c3ccccc32)cc1	-9	0.0	-4	-6	-6	-7	20	99	-5	1.9
N#CC1=C(N)Oc2cc(N)ccc2C1c1cccc(Br)c1 (stereo not drawn)	-2	-0.1	18	-2	12	-3	-12	103	10	-3.2
O=C(c1cccc(S(=O)(=O)N2CCOCC2)c1)N1CCCCCC1	-5	-0.1	1	-7	1	4	12	100	2	-0.8
O=C(Nc1c[nH]c(=O)[nH]c1=O)OCc1ccccc1	17	-0.3	0	-6	-10	5	7	101	-2	-1.4
CCCc1nnc(NC(=O)c2cn(CC)c3cc(N4CCN(C)CC4)c(F)cc3c2=O)s1	0	-0.1	-3	-18	4	1	-1	106	-3	0.0
Cc1ccc(S(=O)(=O)Nc2ccc(NC(=O)Nc3cccc(C(F)(F)F)c3)cc2)cc1	-11	4.6	-11	-19	8	-21	14	87	-5	9.2*
O=C1c2ccccc2S(=O)(=O)N1CCCN1C(=O)c2ccccc2S1(=O)=O	18	-0.2	-2	-5	-16	12	-1	97	11	-0.1
O=C(CCCn1c(=S)[nH]c2cc3c(cc2c1=O)OCO3)N1CCN(c2ccc(F)cc2)CC1	-12	0.2	-1	-4	10	2	8	102	-6	2.1
CCOc1ccc(C(=O)OCC(=O)Nc2nc(OC)cc(OC)n2)cc1OCC	3	0.1	2	-6	-2	-11	-4	95	0	0.3
Nc1cccc(-c2nnc3n2CCCCC3)c1	11	-0.4	-1	-17	-4	-3	-1	101	-1	1.3
CCOc1cc(/C=C2/NC(=O)N(Cc3ccccc3F)C2=O)ccc1O	-5	0.3	3	.	-3	18	13	100	7	0.0
COc1ccccc1CN1CC(C(=O)NCCN(C)CCc2ccccc2)CCC1=O (stereo not drawn)	2	-0.1	1	-4	-2	3	7	100	3	-0.4
CCn1ccnc1CNC(=O)CC1C(=O)NCCN1CC(c1ccccc1)c1ccccc1 (stereo not drawn)	3	0.5	1	-4	1	1	14	100	-1	-0.5
CC(=O)c1cccc(NC(=O)N2CCCC2C(=O)Nc2ccc3c(c2)OCCO3)c1 (stereo not drawn)	4	-0.6	0	-3	-10	-2	21	99	-2	0.8
COCCn1c(-c2ccc(Cl)cc2)cnc1SCC(=O)NCCc1ccc(OC)c(OC)c1	1	1.1	-3	-5	7	-14	1	101	-1	-1.0
NCCNC(=O)c1ncsc1-c1cccc(F)c1	-7	0.2	4	-4	12	-2	1	97	3	-0.4
COc1cc(OC)cc(C(=O)N2CCN(c3ccc(N4CCOCC4)nn3)CC2)c1	23	0.1	-1	-6	1	2	8	98	-5	-2.4
CCNC(=O)C1CC(=O)N(Cc2ccc(F)cc2)C(=Nc2ccc(OC)cc2)S1 (stereo not drawn)	10	0.0	-1	-9	4	0	11	104	4	-1.0
CSc1ccccc1OCc1cc(C(=O)NC2CCc3ccccc32)no1 (stereo not drawn)	2	-0.2	0	-7	4	-4	-7	101	-3	64*
COc1ccccc1/C=C\C(=O)NCC(=O)N/N=C/c1ccc(O)cc1O	-1	0.0	8	-5	3	52*	0	100	-8	-4.1
O=[N+]([O-])c1cccc(-n2nnnc2CN2CCCC2)c1	-7	0.0	2	6	0	2	14	99	9	0.0

Compound profiles, from the list above. Order of values: Vif imaging, aDG glyco act, N-glyco inh, CaV13 FRET inh, PDI inh, Cardio protect, MC4R antagonist, ABCB6 inh 2, m5-HT2A agonist, MC4R barr agon
`CCCc1nnc(NC(=O)c2cn(CC)c3cc(N4CCN(C)CC4)c(F)cc3c2=O)s1` reads 0, -0.1, -3, -18, 4, 1, -1, 106, -3, 0.0
`Cc1ccc(S(=O)(=O)Nc2ccc(NC(=O)Nc3cccc(C(F)(F)F)c3)cc2)cc1` reads -11, 4.6, -11, -19, 8, -21, 14, 87, -5, 9.2*
`COc1ccccc1/C=C\C(=O)NCC(=O)N/N=C/c1ccc(O)cc1O` reads -1, 0.0, 8, -5, 3, 52*, 0, 100, -8, -4.1
`COc1cc(OC)cc(C(=O)N2CCN(c3ccc(N4CCOCC4)nn3)CC2)c1` reads 23, 0.1, -1, -6, 1, 2, 8, 98, -5, -2.4
`Cc1onc(-c2c(Cl)cccc2Cl)c1C(=O)c1c[nH]c(C(=O)NCCCN2CCOCC2)c1` reads 5, 3.3, -2, -4, 2, 1, 3, 105, -6, 0.1

Source: PubChem
